MC4R ag barr – agonists of human melanocortin 4 receptor (MC4R) beta-arrestin; U2OS MC4R beta-arrestin complementation, luminescence; percent of melanotan II response, DMSO zero; activation, % at 8.9 µM; 0.98% of 360,000 active; AID 540308;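 active means activation above a per-plate cutoff, the mean activation of sample wells on that plate plus 3 SD, cut at about 8% in these data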
NCOA1 inh – inhibits human SRC1 coactivator | inhibition, % at 3.6 µM | 0.12% of 360,000 active | HEK293 GAL4-SRC1 luciferase reporter, luminescence | Q15788;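 active means inhibition above the campaign mean plus 3 SD, with each screening campaign given its own cutoff, cut at about 60% in these data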;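 further: 0% = DMSO treated cells and 100% = gossypol at 36 µM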
NOD2-RIPK2 inh – blocks binding of human NOD2 to RIPK2; O43353; CHO BLA complementation NOD2-RIPK2, CCF4 ratio; inhibition, % at 4.98 µM; 0.38% of 360,000 active; AID 624267; in the data active means inhibition above about 21%;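 further: 0% = vehicle only and 100% = reference blocker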
EBV LMP1 NFkB – reduces LMP1-driven NF-kappaB luciferase signal; inhibition, % at 12.5 µM; AID 504558; LMP1-induced NF-kappaB luciferase reporter cells, luminescence; 0.69% of 350,000 active; in the data active means inhibition above about 41%;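 further: 0% = neutral control wells and 100% = reference inhibitor control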
SRC2 inh – inhibits human steroid receptor coactivator 2. Q15596. HEK293 GAL4-SRC2 luciferase reporter, luminescence. inhibition, % at 9 µM. 0.17% of 370,000 active. AID 651957;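 active means inhibition above the mean inhibition of all tested compounds plus 3 SD, set per campaign, cut at about 52% in these data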;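 further: 0% = DMSO treated cells and 100% = cells given Gossypol at 36 µM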
NR5A2 inv ag – inverse agonists of human LRH-1 (NR5A2) | HEK293T StAR-luciferase reporter, LRH-1 transfected, 24 h | inhibition, % at 3.6 µM | 0.13% of 360,000 active;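 active means inhibition above the mean inhibition of all tested compounds plus 3 SD, cut at about 73% in these data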;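 further: 0% = DMSO wells and 100% = reporter-only cells lacking LRH-1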
NR2F2 inh – inhibitors of human COUP-TFII (NR2F2) | P24468 | HEK293T NGFI-A luciferase reporter, luminescence | inhibition, % at 8.6 µM | 0.7% of 370,000 active;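 active means inhibition above a per-plate cutoff, mean inhibition of test wells between control levels plus 3 SD, cut at about 38% in these data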;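 further: cells cotransfected with COUP-TFII expression vector driving the NGFI-A reporter; 0% = median of COUP-TF2 test wells and 100% = reporter-only cells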
TLR9-MyD88 inh – TLR9-MyD88 interaction inhibition; CHO BLA complementation TLR9-MyD88, CCF4 FRET ratio; inhibition, % at 4.98 µM; 0.21% of 340,000 active; AID 504734;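 active means inhibition above the mean over all tested compounds plus 3 SD, cut at about 21% in these data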;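 further: 0% = DMSO only wells and 100% = clavulanate BLA inhibitor control wells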
MC4R antagonist – human MC4R antagonism in cAMP assay. MC4R-expressing cells, MTII-stimulated cAMP, LANCE TR-FRET. P32245. 0.48% of 360,000 active. inhibition, % at 6.5 µM;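 active means inhibition above its plate's cutoff, the mean of tested wells on that plate plus 3 SD, cut at about 29% in these data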;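 further: 0% = Melanotan II alone and 100% = Melanotan II plus saturating MCL0020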
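Assay system: U2OS-MC4R stable cell line; Also added: Melanotan II; Technique: Eu-cAMP/anti-cAMP TR-FRET, emission 671 nm; Times: 30-min compound, 1-h challenge, 1-h detection, room temperature.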
NCOA3 inh – human NCOA3 inhibition | Q9Y6Q9 | AID 588352 | HEK293 GAL4-SRC3 luciferase reporter, luminescence | inhibition, % at 3.6 µM | 0.17% of 360,000 active;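 active means inhibition above a per-campaign cutoff, the mean of all compounds plus 3 SD, cut at about 60% in these data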;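 further: 0% = DMSO-treated cells and 100% = gossypol-treated cells at 36 µM; higher means less SRC3-driven luciferase light from the GAL4 reporter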
ABHD5 PLIN5 PPI – ABHD5-PLIN5 protein interaction inhibition. Q00G26+Q8WTS1. Split G. princeps luciferase complementation, luminescence, 4 h. inhibition, % at 4 µM. 0.78% of 360,000 active;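 active means inhibition above the mean inhibition across every tested compound plus 3 SD, cut at about 22% in these data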;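 further: 0% = DMSO only wells and the 100% control is not disclosed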
Numbers without * were called inactive; / = no result given.

The line under a structure holds: MC4R ag barr | NCOA1 inh | NOD2-RIPK2 inh | EBV LMP1 NFkB | SRC2 inh | NR5A2 inv ag | NR2F2 inh | TLR9-MyD88 inh | MC4R antagonist | NCOA3 inh | ABHD5 PLIN5 PPI
Cc1ccc(CNC(=O)C2c3ccccc3C(=O)N3CCc4ccccc4C23)o1 (stereo unspecified)
  -2.4 | -1 | 0 | -9 | 8 | 7 | 11 | 5 | 3 | 14 | 22*
CCC(=O)Nc1ccc2c(c1)ncn2-c1ccccc1C
  -2.2 | -40 | -6 | -4 | 7 | -15 | -23 | -15 | -7 | 7 | 0
Cc1ccc(C2NC(=S)NC3=C2C(=O)CC(C)(C)C3)cc1 (stereo unspecified)
  -0.3 | 3 | -4 | -1 | 8 | -15 | 15 | -8 | -8 | 4 | -5
O=C(NCc1ccccc1)c1nc(-c2cccs2)no1
  -2.1 | -23 | -19 | -7 | -17 | -21 | -30 | -5 | -11 | -5 | -5
COC(=O)c1ccc(N2C(=O)C3CC=CC(C)C3C2=O)cc1 (stereo unspecified)
  0.2 | 18 | 2 | 4 | 0 | 8 | -22 | -3 | 4 | 17 | 6
O=C(COC(=O)Cc1ccc(S(=O)(=O)N2CCCCC2)s1)Nc1ccc2c(c1)OCO2
  -1.2 | -6 | 7 | -13 | 5 | 29 | 4 | 11 | 11 | 9 | -2
Cn1nc(C(F)(F)F)c(C#N)c1N1CCN(c2ccccn2)CC1
  -1.0 | 20 | -9 | 4 | 19 | -2 | 9 | / | 10 | 23 | 2
NC(=O)[C@H](Cc1cc2ccccc2s1)NC(=O)[C@@H]1CC2(CC(c3cccc(NC(=O)[C@@H]4CCC(=O)N4)c3)=NO2)CN1C(=O)c1ccccc1 (stereo partly specified)
  -0.9 | -1 | -5 | 8 | 2 | 7 | -2 | -1 | 7 | -7 | 7
CCn1c2ccccc2c2cc(NC(=O)c3cc(C)on3)ccc21
  0.8 | 5 | 1 | -34 | 15 | 1 | -18 | 4 | 4 | -5 | 2
Cc1ccc(S(=O)(=O)N(C)C)cc1NC(=O)CSc1nncs1
  -2.2 | -12 | 4 | 11 | -15 | -6 | 17 | -2 | 4 | -22 | 2
CN(Cc1ccccc1F)C(=O)CN1C(=O)NC2(CCc3ccccc32)C1=O (stereo unspecified)
  0.2 | 2 | 2 | -3 | 16 | 6 | 4 | -6 | 3 | 0 | -4
O=C(CCN1C(=O)c2ccccc2C1=O)Nc1ccncc1
  0.4 | -1 | 0 | -3 | 1 | -1 | -16 | 1 | -3 | 5 | -4
CC(C)CN1C(=O)c2ccc(C(=O)Nc3ccccn3)cc2C1=O
  -1.1 | -46 | 12 | 3 | -16 | -8 | -23 | -4 | -1 | -40 | 3
COC(=O)Cc1[nH]n(-c2nc3ccccc3s2)c(=O)c1C(C)=Nc1ccc(C)cc1
  -2.7 | 5 | -2 | 82* | 11 | -18 | 6 | 3 | 5 | 44 | 4
C#Cc1ccc([C@H]2C=C(C(=O)OCC=C)O[C@@H](OCCCCO)C2)cc1
  1.9 | 5 | -7 | -13 | 9 | -14 | 9 | 4 | -2 | -3 | -4
COc1ccc(OCCCC(=O)N2CCN(S(=O)(=O)c3cccc(F)c3)CC2)cc1
  -3.5 | 3 | -4 | 1 | 21 | 6 | 7 | 6 | 13 | 26 | -4
Cc1ccc(NC2CCCN(C(=O)CCc3cn[nH]c3)C2)cc1C (stereo unspecified)
  -3.5 | -1 | -4 | -3 | -12 | 25 | 12 | 8 | -1 | -2 | -4
Cc1ccc(C)c(N(C(=O)CS(=O)CC(=O)Nc2ccc3c(c2)OCO3)C(C)C(=O)NC2CCCC2)c1 (stereo unspecified)
  -1.3 | -1 | 2 | 0 | -17 | -5 | 5 | -12 | 3 | 8 | -4
COc1ccc(N2CCN(C(=O)CNC(=O)c3cn(-c4ccccc4OC)c(=O)c4ccccc34)CC2)cc1
  -0.7 | -32 | -5 | 4 | -29 | 6 | -2 | 1 | 21 | -4 | 5
O=C(O)c1ccccc1C(=O)NCCCCCCNC(=O)c1ccccc1C(=O)O
  0.9 | 16 | -4 | 1 | 4 | 18 | -23 | -9 | -3 | -7 | 1

EBV LMP1 NFkB: what is marked active above.
The line under a structure holds: MC4R ag barr | NCOA1 inh | NOD2-RIPK2 inh | EBV LMP1 NFkB | SRC2 inh | NR5A2 inv ag | NR2F2 inh | TLR9-MyD88 inh | MC4R antagonist | NCOA3 inh | ABHD5 PLIN5 PPI
COC(=O)Cc1[nH]n(-c2nc3ccccc3s2)c(=O)c1C(C)=Nc1ccc(C)cc1
  -2.7 | 5 | -2 | 82* | 11 | -18 | 6 | 3 | 5 | 44 | 4

New compounds follow.
The line under a structure holds: MC4R ag barr | NCOA1 inh | NOD2-RIPK2 inh | EBV LMP1 NFkB | SRC2 inh | NR5A2 inv ag | NR2F2 inh | TLR9-MyD88 inh | MC4R antagonist | NCOA3 inh | ABHD5 PLIN5 PPI
CS(=O)(=O)N1CCC(C(=O)Nc2cccc(Cl)c2)CC1
  -1.5 | -9 | 4 | 3 | 0 | 11 | 13 | 10 | 5 | 7 | -2
CCn1c(C)cc(O)c(C(=O)Nc2cccc(Cl)c2)c1=O
  -1.1 | -5 | -2 | -6 | -2 | 0 | 12 | 3 | 0 | 8 | -2
Cc1ccc(S(=O)(=O)N(CC(=O)NCc2cccs2)c2ccccc2)cc1
  -0.3 | -12 | -4 | -5 | 8 | -10 | 0 | -5 | 10 | -17 | 5
CCCOC(=O)C1=C(C)NC2=C(C(=O)CC(C)(C)C2)C1c1ccc(N(C)C)cc1 (stereo unspecified)
  -1.4 | -10 | 3 | 0 | 2 | -13 | 3 | 2 | 3 | -8 | 6
CC(C)N(C(=O)Cn1cc(S(=O)(=O)CC(=O)NCc2ccc(F)cc2)c2ccccc21)C(C)C
  -2.8 | -33 | -7 | -4 | 10 | -10 | -4 | -6 | 17 | -11 | 1
CC(=O)NC(CSC(CC(=O)c1ccco1)c1ccc(C)cc1)C(=O)O (stereo unspecified)
  -2.6 | -19 | -1 | -7 | -6 | -6 | -5 | -2 | 0 | -5 | 50*
O=C(COC(=O)c1cc(NS(=O)(=O)c2cccs2)ccc1O)Nc1ccccc1
  0.1 | 4 | 5 | 3 | 14 | 0 | -4 | 0 | 3 | 1 | 5
c1ccc2c(c1)CC(N1CCCCC1)c1ccccc1S2 (stereo unspecified)
  -0.2 | 19 | 7 | -22 | -2 | 3 | -21 | -2 | -1 | -3 | 6
COc1cc(CNCc2cc(OC)ccc2OC)cc(OC)c1
  1.5 | 12 | -1 | 9 | -11 | -4 | 1 | -13 | 4 | -5 | -5
CC(C)C[C@H](NC(=O)NCc1ccc(F)cc1)C(=O)O
  -1.0 | -54 | 2 | -8 | -1 | 18 | 6 | 6 | -2 | 10 | 5
CC(Oc1cccc(Br)c1)C(=O)NNC(=O)CCNC(=O)c1ccccc1Cl (stereo unspecified)
  -1.4 | 11 | 4 | -5 | -30 | 20 | 3 | 5 | 7 | 4 | 1
O=S(=O)(Nc1ccc(-c2nc3cccnc3s2)cc1)c1ccc(Cl)s1
  0.9 | -47 | -10 | -6 | -2 | -62 | -14 | -21 | 17 | -74 | 4
CCOc1ccc(CSCCNC(=S)Nc2ccc(OC)cc2)cc1
  2.4 | -9 | -9 | 1 | 10 | 21 | 5 | -12 | 9 | 9 | -7
Cc1cccc(N2CC(C(=O)Nc3nc4ccc(S(C)(=O)=O)cc4s3)CC2=O)c1C (stereo unspecified)
  -0.7 | 4 | -13 | 1 | 24 | 32 | -30 | 6 | 8 | -12 | -5
COc1ccccc1NC(=O)CN1CCN(c2ccc(F)cc2)CC1
  0.0 | 0 | 10 | 4 | -35 | -6 | -1 | 8 | -3 | -11 | 1
Cn1cc(S(=O)(=O)N2CCC3(CC2)OCCO3)c(=O)n(C)c1=O
  0.6 | -21 | 3 | 4 | -2 | -13 | -3 | 0 | 5 | -27 | 8
CCOc1ccccc1NC(=O)NC(=O)N(C)S(C)(=O)=O
  -0.5 | 3 | -2 | 5 | -6 | 11 | 14 | 4 | -5 | 8 | 8
CC1CCCN(CC(=O)Nc2cc(Cl)ccc2Oc2ccccc2)C1 (stereo unspecified)
  0.5 | -5 | 3 | -6 | -5 | 7 | 3 | -9 | 12 | -8 | -6
COC(c1ccccc1)c1nnc(CCC(=O)N2CCN(C3CCCC3)CC2)o1 (stereo unspecified)
  -2.1 | -21 | -10 | -1 | 10 | -20 | -6 | -4 | 1 | 1 | 1
N#Cc1cccnc1N1CCN(C(=O)c2cccc3c2C(=O)c2ccc(-c4ccc(Cl)c(C(F)(F)F)c4)cc2S3(=O)=O)CC1
  -0.7 | 5 | 0 | 14 | / | -7 | / | -8 | 8 | -20 | -7
NC(=O)COc1ccccc1C(=O)NC12CC3CC(CC(C3)C1)C2
  -2.3 | -23 | 2 | 6 | -52 | 0 | 5 | 4 | -3 | -4 | -1
Cc1cccc(C)c1NC(=O)CN1CCN(C(=O)CCC(=O)N2CCC(c3ccccc3)=N2)CC1
  0.8 | -5 | -9 | 5 | 24 | -11 | -8 | 5 | 6 | -13 | 3
N#Cc1c(/N=C\c2ccc(O)c([N+](=O)[O-])c2)sc2c1CCCC2
  -1.0 | -37 | -4 | -2 | -32 | 7 | 1 | 2 | 15 | -2 | 5
CC(=O)Oc1ccc(N(C(C)=O)S(=O)(=O)c2cc([N+](=O)[O-])ccc2C)cc1
  -2.3 | 17 | -7 | -9 | 19 | 0 | 4 | 6 | -1 | 1 | 3
CC(C)C(c1nnnn1Cc1ccc(F)cc1)N1CCN(C2CCCCC2)CC1 (stereo unspecified)
  1.9 | 6 | 5 | 8 | 16 | 8 | -6 | -4 | 7 | -4 | -5
O=C1CCCN2N=C(SCC(=O)Nc3cccc(C(F)(F)F)c3)SC2=N1
  -0.8 | 20 | -6 | 19 | 26 | 27 | 53* | -6 | 7 | 18 | -1
O=c1nc2n(CCO)c3ccccc3cc-2c(=O)[nH]1
  1.6 | -1 | -2 | -9 | -14 | -13 | 2 | -2 | -2 | 0 | 3
CCOc1ccc(C(=O)NC2CCN(C(=O)NCc3ccccc3)CC2)cc1
  -0.5 | -13 | -6 | 4 | -14 | 15 | -6 | -1 | 2 | 4 | 1
O=C(/C=C/c1ccccc1)CCN1CCOCC1
  -3.1 | -41 | 10 | 4 | -8 | -15 | -6 | -9 | 4 | -4 | 14
C/C(=N\NC(=O)c1cccc(C)c1)c1ccc(N2CCOCC2)cc1
  0.3 | -56 | -5 | -3 | -29 | -47 | -14 | 7 | -12 | -47 | 2
CCC(=O)N(c1nnc(SCC(=O)NN2C(=O)NC3(CCC(C)CC3)C2=O)s1)C1CC1 (stereo unspecified)
  0.9 | -1 | 10 | 5 | -1 | 17 | 5 | -13 | 6 | 1 | -2

Some values from the entries so far:
CCC(=O)N(c1nnc(SCC(=O)NN2C(=O)NC3(CCC(C)CC3)C2=O)s1)C1CC1 (stereo unspecified) | EBV LMP1 NFkB = 5
NC(=O)COc1ccccc1C(=O)NC12CC3CC(CC(C3)C1)C2 | NCOA1 inh = -23

Screening results as filed in PubChem BioAssay.

These rows are one share of the data, so the mix of outcomes need not match the whole.
